NPY-Y2 PAM-ag = NPY-Y2 potentiators or agonists, primary screen, cell-based; Neuropeptide Y receptor type 2 (Homo sapiens), P49146; cells expressing NPY-Y2, potentiator/agonist read-out; activation, % at 3.6 µM; hit rate 0.45% among 220,000; AID 1359, 2008; in the data active means activation above about 27%;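 further: cells stimulated with NPY near EC25 plus isoproterenol at EC100; 0% = vehicle plus submaximal agonist and 100% = vehicle plus saturating agonist; some results beyond the cut were filed as inactive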
MDM2 E3 inh = MDM2-luciferase reporter signal enhancers, primary screen, MDM2 E3 ligase inhibitor project, cell-based, luminescence, 1536-well | E3 ubiquitin-protein ligase Mdm2 (Homo sapiens), Q00987 | cell-based MDM2 ubiquitination luciferase reporter, 2 h; 0 = plate control, 100 = twice control, blank-subtracted | signal enhancement, % at 5 µM | hit rate 0.11% among 210,000 | AID 1230, 2008;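 active means signal enhancement of 30% or more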;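 further: luminescence tracks abundance of the self-degrading MDM2-luciferase fusion protein; higher signal means inhibition of MDM2 E3 ligase activity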
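test system = mammalian cells stably expressing self-ubiquitinating, self-degrading MDM2 E3–luciferase fusion | quantity = 2000 cells/well | incubation = cell settling 4 h, compound treatment 2 h, both 37 °C | signal = luminescence with SteadyLite reagent, 15 min at room temperature | evaluation = % enhancement relative to plate controls after blank subtraction | benchmarks = plate controls and plate blanks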
NPY-Y1 antag = NPY-Y1 receptor antagonists, primary screen, cell-based; Neuropeptide Y receptor type 1 (Homo sapiens), P25929; HEK293-CNG Y1 cells, membrane potential fluorescence; NPY at EC95, then isoproterenol; inhibition, % at 3.6 µM; hit rate 1% among 200,000;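 active means inhibition above the campaign mean inhibition of all tested compounds plus 3 SD, cut at about 20% in these data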;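 further: 0% = DMSO wells given NPY plus isoproterenol and 100% = isoproterenol alone without NPY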
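Test system – HEK293 Y1/CNG channel cell line · Also added – NPY agonist 25 nM, then isoproterenol 1 µM plus Ro 20-1724 25 µM · Compound dosing – one concentration, 3.6 µM, in 0.4% DMSO · Schedule – compound incubation 1 h at room temperature, readout 45 min post-stimulation · Technique – fluorescence, membrane potential probe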
Runt-SMMHC FRET = inhibitors of RUNX1 Runt–CBFb-SMMHC binding, primary screen, biochemical, FRET, Cerulean-Runt, Venus-CBFb-SMMHC, uHTS. hit rate 0.74% among 220,000. inhibition, % at 20 µM. AID 1434, 2008. Cerulean-Runt/Venus-CBFb-SMMHC FRET ratio 530/480, 1 h;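 active means mean inhibition across duplicate retests at 20 µM reaching about 50%, limit read from the data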;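 further: 0% = DMSO wells and 100% = wells with excess untagged CBFb-SMMHC; inhibitors lower the FRET ratio by blocking Runt binding to CBFb-SMMHC; some results filed as inactive read as strong as hits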
Runt-CBFb FRET = inhibitors of RUNX1 Runt–CBFb binding, primary screen, biochemical, FRET, Cerulean-Runt, Venus-CBFb, uHTS. Runt-related transcription factor 1 (Homo sapiens) + Core-binding factor subunit beta …. AID 1496, 2009. inhibition, % at 20 µM. hit rate 0.46% among 220,000. Cerulean-Runt/Venus-CBFb FRET ratio 530/480, 1 h;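 active means inhibition over about 50% at 20 µM in the single-dose screen, limit read from the data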;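 further: 0% = DMSO wells and 100% = excess unlabeled CBFb competitor control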
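test system = Cerulean-Runt domain fusion protein, energy donor | probe or stimulus = Venus-CBFb binding partner, 100 nM | incubation = two 1 h room-temperature incubations shielded from light | detection = fluorescence energy transfer, 422 nm excitation, 530/480 nm emission | measure = loss of energy transfer signal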
Hck-Nef inh = inhibitors of Nef-activated human Hck kinase, primary screen, biochemical, Z-Lyte FRET, 384-well, Hck-YEEI; Tyrosine-protein kinase HCK (Homo sapiens), P08631; Recombinant Hck-YEEI plus Nef, Z-Lyte FRET kinase assay; inhibition, % at 20 µM; hit rate 0.68% among 220,000; AID 463187, 2010;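 active means Hck-Nef kinase inhibition above about 50%, limit read from the data; inactive means inhibition below that limit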;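 further: 0% = DMSO with Hck plus Nef and 100% = Hck alone without Nef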
NPY-Y1 PAM-ag = NPY-Y1 receptor potentiators or agonists, primary screen, cell-based; Neuropeptide Y receptor type 1 (Homo sapiens), P25929; NPY-Y1 expressing cells, potentiator/agonist activation; activation, % at 3.6 µM; hit rate 0.37% among 220,000; in the data active means activation above about 33%, passing the limit was not always enough;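 further: cells stimulated with NPY at EC10 then isoproterenol at EC100; 0% = low agonist plus stimulus and 100% = saturating agonist plus stimulus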
p97 inhibitor = inhibitors of human p97 ATPase, primary screen, biochemical. Transitional endoplasmic reticulum ATPase (Homo sapiens), P55072. recombinant p97 ATPase, Kinase-Glo ATP luminescence, 3 h. inhibition, % at 8 µM. AID 1481, 2009. hit rate 0.42% among 220,000; in the data active means inhibition above about 15%;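 further: 0% = DMSO vehicle and 100% = wells lacking enzyme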
Target sequence (P55072 whole entry, looked up): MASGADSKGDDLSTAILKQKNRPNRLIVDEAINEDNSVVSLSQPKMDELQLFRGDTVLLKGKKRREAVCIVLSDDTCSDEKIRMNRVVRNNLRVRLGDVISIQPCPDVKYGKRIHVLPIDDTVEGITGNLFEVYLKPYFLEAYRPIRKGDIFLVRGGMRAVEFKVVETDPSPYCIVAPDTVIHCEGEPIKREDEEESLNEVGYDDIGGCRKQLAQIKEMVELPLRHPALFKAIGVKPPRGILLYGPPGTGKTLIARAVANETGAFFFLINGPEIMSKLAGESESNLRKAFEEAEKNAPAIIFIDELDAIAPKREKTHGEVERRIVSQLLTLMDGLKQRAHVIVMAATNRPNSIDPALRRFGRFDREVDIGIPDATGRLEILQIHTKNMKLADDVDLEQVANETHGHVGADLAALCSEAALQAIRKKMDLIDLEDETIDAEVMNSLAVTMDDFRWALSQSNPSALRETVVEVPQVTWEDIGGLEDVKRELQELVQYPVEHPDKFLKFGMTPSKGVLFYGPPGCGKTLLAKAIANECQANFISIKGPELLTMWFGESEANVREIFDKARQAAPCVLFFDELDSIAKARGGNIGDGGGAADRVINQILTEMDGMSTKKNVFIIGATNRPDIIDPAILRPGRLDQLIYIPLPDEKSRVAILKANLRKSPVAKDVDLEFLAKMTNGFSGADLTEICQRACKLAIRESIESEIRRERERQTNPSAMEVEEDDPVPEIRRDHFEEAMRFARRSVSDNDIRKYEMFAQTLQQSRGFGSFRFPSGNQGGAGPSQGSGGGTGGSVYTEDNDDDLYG
RBBP9 inhibitor = human RBBP9 inhibitors, primary screen, biochemical, fluorescence polarization, FP-Rh probe, HTS; Serine hydrolase RBBP9 (Homo sapiens), O75884; recombinant RBBP9; inhibition, % at 7.94 µM; hit rate 0.2% among 220,000; AID 1515, 2009;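 active means inhibition above the campaign mean of all tested compounds plus 3 SD, cut at about 14% in these data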;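 further: plate controls were DMSO wells with RBBP9 for no effect and wells lacking RBBP9 protein for full effect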
Target sequence (O75884 whole entry, looked up): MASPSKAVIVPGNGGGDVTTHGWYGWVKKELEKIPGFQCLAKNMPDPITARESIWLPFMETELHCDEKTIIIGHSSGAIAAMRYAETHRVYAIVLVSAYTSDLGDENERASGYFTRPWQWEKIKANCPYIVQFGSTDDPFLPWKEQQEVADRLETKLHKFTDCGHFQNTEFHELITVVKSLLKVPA
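System: RBBP9 protein / Buffer or medium: Tris/NaCl buffer pH 8.0 with 0.1% Pluronic / Probe or stimulus: Serine-hydrolase probe FP-Rh, 375 nM pre-mixing / Dosing: 7.94 µM single dose, 0.794% DMSO / Times: enzyme-compound preincubation 30 min, then probe labeling 45 min, 25 °C / Technique: fluorescence polarization (mP), excitation 525 nm, emission 598 nm / Replication: singlicate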
* = called active by the depositor; · = no result given. Outcome played no part in choosing rows; 3.5% or so of the library scored in one or more.

Preview, three compounds:
SMILES | NPY-Y2 PAM-ag | MDM2 E3 inh | NPY-Y1 antag | Runt-SMMHC FRET | Runt-CBFb FRET | Hck-Nef inh | NPY-Y1 PAM-ag | p97 inhibitor | RBBP9 inhibitor
Cc1ccc(N(C(=O)c2ccn[nH]2)C(C(=O)NC2CCCC2)c2cccs2)cc1 (stereo unspecified) | -15.8 | -10.9 | 3.1 | -0.4 | 3.5 | 19.6 | 2.8 | -5.9 | -9.9
COc1cc2c(C(=O)N3CCN(C)CC3)c(C)oc2cc1Br | -7.4 | 4.3 | 9.3 | -2.1 | 0.2 | 2.9 | 0.4 | 1.6 | 2.3
Cc1ccccc1OCCC(=O)NCCc1ccc(S(N)(=O)=O)cc1 | 5.7 | -0.5 | 0.7 | 1.8 | 1.0 | 2.6 | -2.0 | 2.5 | -5.4

Main list, previewed entries included:
SMILES | NPY-Y2 PAM-ag | MDM2 E3 inh | NPY-Y1 antag | Runt-SMMHC FRET | Runt-CBFb FRET | Hck-Nef inh | NPY-Y1 PAM-ag | p97 inhibitor | RBBP9 inhibitor
Cc1ccc(N(C(=O)c2ccn[nH]2)C(C(=O)NC2CCCC2)c2cccs2)cc1 (stereo unspecified) | -15.8 | -10.9 | 3.1 | -0.4 | 3.5 | 19.6 | 2.8 | -5.9 | -9.9
COc1cc2c(C(=O)N3CCN(C)CC3)c(C)oc2cc1Br | -7.4 | 4.3 | 9.3 | -2.1 | 0.2 | 2.9 | 0.4 | 1.6 | 2.3
Cc1ccccc1OCCC(=O)NCCc1ccc(S(N)(=O)=O)cc1 | 5.7 | -0.5 | 0.7 | 1.8 | 1.0 | 2.6 | -2.0 | 2.5 | -5.4
O=C(NC1CC1)C1=C[C@H](C2CCCCC2)C[C@H](OCc2ccc(CO)cc2)O1 | 2.8 | · | -9.9 | -3.2 | -3.5 | 8.7 | 0.1 | -5.0 | 3.7
O=C1OCCC1Sc1nnc(-c2cccc(Br)c2)o1 (stereo unspecified) | 4.2 | -0.5 | -2.1 | 1.5 | 1.7 | 1.6 | -5.1 | -4.9 | -2.4
Cc1ccc(-c2cn3cccc(C)c3n2)cc1 | 6.6 | -40.5 | 0.5 | -3.3 | 1.3 | 19.9 | -5.5 | -1.6 | -9.2
O=S(=O)(c1ccc(F)cc1)c1snnc1-c1ccccc1 | -4.6 | -14.2 | -2.8 | 2.6 | 0.7 | -1.7 | -27.4 | 3.8 | -1.1
Cc1ccc(OCCOCCn2cnc3ccccc3c2=O)cc1C | -19.7 | -1.5 | 10.8 | 0.9 | -0.1 | -12.5 | -18.9 | 1.1 | 5.6
Cc1cccc(NS(=O)(=O)c2ccc3[nH]c(=O)cc(C(=O)O)c3c2)c1 | -9.6 | 4.3 | -0.5 | -1.1 | -0.8 | 7.4 | 16.0 | 3.9 | -2.6
CCn1cc(C2=NC(CC(C)C)CO2)c2ccccc21 (stereo unspecified) | -10.5 | -4.0 | · | -1.9 | 0.6 | -2.0 | -16.3 | -8.2 | -7.8
COCCCNCCCCOc1ccccc1-c1ccccc1 | -7.9 | -6.9 | 8.1 | -1.2 | -2.4 | 3.3 | -21.6 | 2.3 | -5.3
O=C(O)C1CC(=O)N(c2ccc(OCc3ccc(Cl)cc3Cl)cc2)C1 (stereo unspecified) | -13.0 | -3.8 | -0.2 | 2.1 | 0.8 | 0.2 | 1.6 | 3.2 | -2.8
Cc1ccn2c(C(=O)CSc3ccccc3)c(C)nc2c1 | 1.6 | -2.7 | 2.0 | -2.0 | -4.6 | 24.5 | 3.1 | 3.2 | -3.3
CC1(C)Cc2c(C#N)c(OCC(=O)c3ccc(Cl)cc3)nc(-c3ccoc3)c2CO1 | 19.9 | -18.9 | 7.8 | 5.2 | 12.1 | 3.0 | -7.6 | 7.2 | 4.3
CCOC(=O)N1CCN(C(=O)C2CCN(S(=O)(=O)c3cc(OC)ccc3OC)CC2)CC1 | 6.6 | -0.6 | 3.7 | -5.1 | 0.2 | 15.5 | 7.8 | 0.4 | -6.3
CC(C)CC(=O)NC(=S)Nc1ccc(F)cc1F | 1.1 | -8.5 | 0.1 | -1.9 | 0.2 | 23.6 | 15.8 | 0.6 | -6.8
CCOC(=O)c1c(NC(=O)CS(=O)(=O)c2cn(CC)c3ccccc23)sc2c1CCCCC2 | -13.2 | · | 10.5 | 2.1 | -0.1 | -3.3 | -36.6 | -4.6 | -14.3
Fc1ccc(C(c2nnnn2C2CCCC2)N(Cc2ccco2)CC2CCCO2)cc1 (stereo unspecified) | 4.5 | -27.4 | 31.7* | 0.5 | 1.0 | 0.3 | -6.4 | -7.2 | -1.6
Cc1ccc(CNC(=O)C(=O)NCC2OCCN2C(=O)c2ccc3c(c2)OCO3)cc1 (stereo unspecified) | -13.8 | -1.3 | 2.5 | 1.6 | -0.7 | 7.7 | -5.8 | -0.7 | 2.1
COc1ccc(CCNC(=O)c2oc3ccc(S(=O)(=O)N4CCOCC4)cc3c2C)cc1OC | -1.0 | -10.5 | 0.0 | -2.3 | -7.2 | 0.5 | 24.1 | 0.1 | -1.0
CC(C)(C)CNC(CO)C12CC3CC(CC(C3)C1)C2 (stereo unspecified) | -10.9 | -13.0 | 2.1 | -4.1 | -0.4 | 0.6 | 15.5 | -0.5 | -6.4
COc1ccccc1OCCNC(=O)c1cc([N+](=O)[O-])cc([N+](=O)[O-])c1 | -7.1 | -23.6 | -1.9 | -0.1 | -1.6 | 14.2 | 1.7 | 1.8 | 10.3
Cc1nnc(C)n1/N=C/c1cc(Br)cc(Br)c1O | -2.6 | -14.4 | -1.2 | -32.5 | -33.1 | -0.4 | -2.5 | -4.5 | 5.4
O=C(Nc1ccccc1)/C(=C/c1ccc([N+](=O)[O-])cc1)NC(=O)c1ccccc1 | -10.8 | -12.5 | -2.2 | -7.2 | 1.2 | 8.1 | 8.8 | 1.9 | 6.2
C=CCn1c(SCC(=O)c2ccccc2)nnc1-c1cc2ccccc2o1 | 6.4 | -1.4 | 0.3 | 0.9 | -4.0 | -1.6 | -13.8 | 6.9 | -3.9
O=C(CSc1nccc(=O)[nH]1)N1CCCc2ccccc21 | -4.5 | -3.7 | -0.7 | 0.0 | 1.4 | 0.4 | -8.6 | -5.0 | -6.7
COc1cc(C(=S)N2CCOCC2)ccc1OC(=O)/C=C/c1ccco1 | 1.4 | -1.9 | -2.2 | -1.9 | 13.8 | -11.3 | 17.2 | 2.2 | -5.1
COC(=O)[C@H](C)NC(=O)NC(C)CCc1ccccc1 (stereo partly specified) | -2.9 | -12.7 | -0.5 | -0.6 | -2.9 | -19.7 | -0.3 | -5.0 | -10.8
Cc1noc(C)c1C(=O)OCC(=O)NCCc1ccc(Cl)cc1 | -16.0 | -9.9 | 5.6 | -0.5 | -1.1 | -1.3 | -8.0 | -4.5 | -0.2
c1ccc(N/N=C2\CCCc3ccccc32)nc1 | -14.2 | -1.4 | 0.1 | 1.5 | 0.8 | 19.4 | -2.9 | -4.0 | -1.2
CCn1cc(C(=O)O)c(=O)c2cc(F)c(N3CCN(C(=S)NC(=O)c4ccccc4)CC3)cc21 | -14.8 | -2.5 | · | -2.3 | 3.4 | 16.3 | 5.2 | 3.4 | -8.3
CCOC(=O)C1CCCN(C(=O)c2ccco2)C1 (stereo unspecified) | 9.0 | 1.9 | -0.9 | -2.2 | 0.4 | 2.6 | -14.9 | 4.0 | -5.6
C[C@H]1C(=O)N(C)CCN1Cc1cn(C)nc1-c1ccc(Oc2ccccc2)cc1 | 3.0 | 3.8 | -3.2 | 17.2 | -1.0 | 21.2 | 11.1 | -2.6 | -11.5
C/C(=N\Nc1ccc(F)cc1F)c1ccc(Br)s1 | -5.9 | -10.9 | 8.5 | 0.7 | -1.2 | 4.3 | 4.6 | 3.0 | -2.5
C=CCn1c(SCC(=O)Nc2nccs2)nnc1-c1cc2cccc(OC)c2o1 | 2.4 | -11.2 | 9.2 | -8.4 | -2.8 | 5.7 | 5.3 | 1.0 | 1.8
COc1ccc(C)cc1-n1nc2ccccc2n1 | -2.9 | -0.7 | -2.0 | 5.2 | -1.0 | 12.7 | -6.0 | 4.4 | 2.1
Cc1nn(Cc2ccc(Cl)cc2)c(C)c1NC(=O)CCCn1nc(C)c([N+](=O)[O-])c1C | 1.9 | -5.5 | -3.0 | 3.6 | 1.2 | 0.0 | 1.6 | -1.8 | -8.4
Cc1ccc(N=Nc2ccc(O)c(P(=O)(c3ccccc3)c3ccccc3)c2)cc1 | 26.4 | 2.3 | · | 0.1 | -5.2 | 3.9 | 17.9 | 2.7 | 10.1
COc1ccc(OC)c(CN2CCC(CNC(=O)Nc3cccc(Cl)c3)CC2)c1 | -9.9 | -11.8 | 1.2 | -3.6 | 0.2 | 22.2 | -4.3 | 0.6 | 0.6
COc1ccc2cc(C3CC(c4cccs4)=NN3C(C)=O)c(Cl)nc2c1 (stereo unspecified) | -2.2 | · | · | -5.1 | -2.0 | 10.3 | 6.2 | -0.3 | -5.0
CCC(=O)N1CCc2cc(S(=O)(=O)CCC(=O)Nc3cccc(F)c3)ccc21 | -3.9 | -17.4 | 5.6 | -6.6 | -0.8 | 4.7 | -27.8 | 6.0 | -9.3
Cc1cccn2cc(CCNC(=O)c3cccs3)nc12 | -5.8 | -7.6 | · | -7.2 | -0.6 | 5.6 | -7.0 | 4.6 | 3.1

Bioassay records (PubChem BioAssay)
